TSHR antagonist – human thyrotropin receptor antagonism; 0.2% of 330,000 active; P16473; activity change, negative = inhibition, % at 11.5 µM; TSHR-expressing cells, TSH-stimulated cAMP HTRF, 2 h; hits give low values;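 active means activity change below a set negative limit, meaning inhibition stronger than a set level, cut at about -70% in these data; inconclusive means activity change between two set negative limits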; further: on the % scale 0 is the no-effect control and ±100 the full control effect
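Competitive HTRF cAMP read-out (cryptate anti-cAMP antibody, cAMP-d2; 30 min, room temperature) in freshly harvested TSHR cells. Compounds added before TSH at EC80 (4nM final), followed by 2 hours' incubation at 37 deg C.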
Eya2 phos inh – Eya2 (human) phosphatase inhibition. AID 488837. O00167. 0.006% of 330,000 active. Potency, µM (highest dose often 76.9 µM), inactives show at the highest dose activity, negative = inhibition, most hits filed as inhibitors. recombinant Eya2, OMFP fluorescence dephosphorylation (OMFP is methylfluorescein phosphate); further: potency means the concentration at half of the fitted maximal effect; on the % scale 0 is the no-effect control and ±100 the full control effect
Target sequence (O00167 whole entry, looked up): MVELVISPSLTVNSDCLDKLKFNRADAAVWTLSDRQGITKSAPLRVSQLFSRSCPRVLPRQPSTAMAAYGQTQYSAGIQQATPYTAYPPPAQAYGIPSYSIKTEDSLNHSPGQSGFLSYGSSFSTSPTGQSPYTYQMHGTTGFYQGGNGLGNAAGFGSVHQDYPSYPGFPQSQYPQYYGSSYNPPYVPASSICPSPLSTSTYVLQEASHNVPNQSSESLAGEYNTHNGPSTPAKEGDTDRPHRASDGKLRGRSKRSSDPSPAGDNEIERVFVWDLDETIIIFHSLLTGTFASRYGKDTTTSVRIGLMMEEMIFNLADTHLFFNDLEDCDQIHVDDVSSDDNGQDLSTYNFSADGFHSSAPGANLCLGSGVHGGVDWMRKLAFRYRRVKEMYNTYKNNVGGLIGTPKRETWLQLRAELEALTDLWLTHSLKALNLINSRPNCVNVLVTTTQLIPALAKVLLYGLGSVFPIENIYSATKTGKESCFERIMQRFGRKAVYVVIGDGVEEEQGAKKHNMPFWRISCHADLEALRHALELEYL
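Eya2 (0.2 uM) preincubated 10 min at ambient with compound, then OMFP substrate added at 50 uM; 10 min reaction in 50 mM HEPES pH 7.5, 50 mM NaCl, 5 uM MgCl2, 0.05% BSA, 1 mM DTT. Fluorescence read at Ex 485/Em 525 nm.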
Mito fusion yeast – blocks mitochondrial division or promotes mitochondrial fusion; S. cerevisiae fusion-defective mutant growth rescue, CellTiterGlo 48 h; Potency, µM (series often up to 46.1 µM), for the others: top-dose growth rescue (activation), usual class: activators; 0.23% of 320,000 active;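 further: potency means the concentration at half of the fitted maximal effect; % of control where 0% means no effect; nearly all actives have a fitted effect of over 45% in size; temperature-sensitive fusion mutants such as fzo1-1 at 37 °C on non-fermentable ethanol glycerol medium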
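S. cerevisiae fusion-defective temperature-sensitive mutants (e.g. fzo1-1, mgm1-5) grown 48 h at 37C in YPEG (ethanol/glycerol non-fermentable) medium with 23 nl compound per well; growth rescue read as CellTiterGlo luminescence.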
A-T KAP1 phos – potential ataxia-telangiectasia treatment; Potency, µM (titrated, usually from 57.5 µM), for inactives: at the top dose activation, usual class: activators; 0.19% of 320,000 active; […] A-T fibroblasts, KAP-1 phosphorylation AlphaLISA; neocarzinostatin DNA damage 30 min before lysis; further: potency means the concentration at half of the fitted maximal effect; % of control where 0% means no effect; nearly all actives have a fitted effect of over 45% in size
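hTERT-immortalized A-T patient fibroblasts ([…]), 500 cells/well in OPTI-MEM, 1% FBS, got compounds for 60 min, then NCS for 30 min at 37C. Lysates were then assayed for phospho-KAP-1 by AlphaLISA (anti-pKAP1 donor, anti-KAP1 acceptor beads), 6 hr at 25C.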
Tb PFK block – blocks T. brucei phosphofructokinase | 0.17% of 330,000 active | T. brucei PFK, ADP-Glo luminescence | O15648 | Potency, µM (highest dose often 57.5 µM), for the others: at the top dose activity, negative = inhibition, hits mostly inhibitors;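 further: potency means the concentration at half of the fitted maximal effect; 0% = uninhibited 1x PFK enzyme wells and -100% = no-enzyme wells; nearly all actives have a fitted effect of over 60% in size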
Target sequence (O15648 whole entry, looked up): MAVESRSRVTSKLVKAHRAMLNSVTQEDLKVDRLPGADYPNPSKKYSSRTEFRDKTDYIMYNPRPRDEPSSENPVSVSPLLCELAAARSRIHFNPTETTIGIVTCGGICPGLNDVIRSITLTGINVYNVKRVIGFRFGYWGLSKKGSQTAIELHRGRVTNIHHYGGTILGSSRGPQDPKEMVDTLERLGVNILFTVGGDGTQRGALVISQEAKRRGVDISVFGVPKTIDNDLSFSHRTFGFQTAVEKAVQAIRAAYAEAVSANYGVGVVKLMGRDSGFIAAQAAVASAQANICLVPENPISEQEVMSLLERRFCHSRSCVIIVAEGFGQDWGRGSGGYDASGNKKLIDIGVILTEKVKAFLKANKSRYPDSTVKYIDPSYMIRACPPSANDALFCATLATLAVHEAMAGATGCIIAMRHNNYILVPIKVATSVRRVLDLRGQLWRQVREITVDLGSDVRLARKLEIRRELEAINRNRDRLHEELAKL
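Activity is normalized to no-enzyme wells (full inhibition) and 1.25 nM enzyme wells (no inhibition). Reaction: 0.5 mM F6P, 0.1 mM ATP, 45 min RT, ADP-Glo luminescence; concentration-response curves fitted and classed by quality.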
TCR activator – activates T cell receptor signaling; Potency, µM (titrated, usually from 9.22 µM), for inactives: at the top dose activation of IL-2 secretion, most hits filed as activators; primary human leukocytes, anti-CD3, IL-2 HTRF, 48 h; 330,000 tested, under 10 active; AID 504894; further: % of control where 0% means no effect
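Primary human leukocytes were stimulated with a-CD3 beads plus compounds for 48 hr without co-stimulation; secreted IL-2 was quantified by HTRF using a-IL-2-K (europium cryptate) and a-IL-2-d2, excited at 320nm with acceptor emission read at 665nm.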
S-ASM inh – inhibitors of human secretory acid sphingomyelinase. placental ASM, HMU-PC fluorogenic substrate, 60 min. 0.006% of 340,000 active. AID 504937. Potency, µM (series often up to 57.5 µM), for inactives: at the highest dose activity change, negative = inhibition, most hits filed as inhibitors; further: potency means the concentration at half of the fitted maximal effect
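Fluorogenic HMU-PC substrate (9 uM final) is turned over by placental ASM in 60 min at 37 C after a 10 min compound preincubation. Reaction ended by alkaline stop (pH 10), with fluorescence read at 386/447 nm.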
PTAP TSG101 blk – blocks PTAP/TSG101 interaction to inhibit HIV-1 budding. Fluorescence polarization, FITC-PTAP peptide / Tsg101 binding. Q99816. 340,000 tested, under 10 active. Potency, µM (series often up to 115 µM), without a hit: top-dose activity change, negative = inhibition, hits mostly inhibitors; active means well fitted inhibition curve with a large enough effect in the main read-out, with a control signal flat, not every such curve was filed as active; inconclusive means small, poorly fitted or top-dose-only effect, or effect the other way, or a change in a side signal; inactive means no such curve, though single readings can be large or run the other way; further: potency means the concentration at half of the fitted maximal effect; % of control where 0% means no effect
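Fluorescence polarization binding of Tsg101 binding domain (10 uM final) to FITC-labeled PTAP peptide (50 nM final) in HEPES pH 7.5 buffer with NaCl, Tween 20, EDTA, TCEP. Compounds added before peptide; binding 20 min at RT.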
ELG1 DNA repair – inhibitors of ELG1-dependent DNA repair in HEK293T cells | HEK293T ELG1-luciferase reporter, luminescence, 16 h; DNA damage induced by 5-fluorouridine | Potency, µM (top dose mostly 46.1 µM), inactives show top-dose activity change, negative = inhibition, actives largely listed as inhibitors | AID 504467 | 2.3% of 330,000 active; further: potency means the concentration at half of the fitted maximal effect; on the % scale 0 is the no-effect control and ±100 the full control effect; nearly all actives have a fitted effect of over 55% in size
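Luminescence from the luciferase reporter, measured 30 min after ONE-Glo reagent at room temperature, was the read-out. Beforehand, 2,000 cells per well were exposed for 16 hr at 37 °C to 5-fluorouridine together with compound or vehicle.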
a7 integrin act – activators of alpha7 integrin expression for muscular dystrophy; alpha7betagal myoblasts, beta-gal FDG fluorescence, 48 h; Potency, µM (top dose mostly 38.3 µM), without a hit: top-dose activation, actives largely listed as activators; 0.064% of 350,000 active;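 further: potency means the concentration at half of the fitted maximal effect; 100% = response of the positive control SU9516; nearly all actives have a fitted effect of over 60% in size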
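Alpha7betagal+/- myoblasts (passage 13) were plated 16-24 hr, then exposed to compounds (1:260 dilution of DMSO stock) for 48 hours at 37C. After MPER lysis, β-galactosidase reporter activity was read as FDG fluorescence (ex 480/em 540) after 30 minutes.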
Chronic BCR inh – blocks chronic active B-cell receptor signaling; ABC-DLBCL IkBa-CBG/CBR reporter, luminescence ratio, 4 h; Potency, µM (top dose mostly 46.1 µM), for inactives: top-dose ratio change, negative = lower green/red ratio, most hits filed as inhibitors; 0.05% of 340,000 active; AID 493014; active means well fitted inhibition curve with a large enough effect in the signal ratio, with a control signal flat, not every such curve was filed as active; inconclusive means small, poorly fitted or top-dose-only effect, or effect the other way, or a change in a side signal; the % refers to the signal ratio;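 further: potency means the concentration at half of the fitted maximal effect; plate controls were basal doxycycline-induced cells for no effect and cells given 10 µM MG132 for full effect; MG132 reads +100%, hits lower the ratio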
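Compounds up to 46 uM were incubated four hours with TMD8 cells whose green CBG68 luciferase is fused to IkappaBalpha; red CBR luminescence normalised the signal, and concentration-effect curves were fitted to fusion, red and ratio data.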
* = called active by the depositor; ? = inconclusive; · = no result given; [ ] = another dose, or the depositor's remark. Unless noted, the call rests on the fitted dose curve; in most records, active means well fitted curve in the direction sought with a large enough effect; inconclusive means small, poorly fitted or top-dose-only effect, or another doubt; inactive means no such curve, though single readings can be large; an effect the other way counts as inactive or inconclusive.

SMILES	TSHR antagonist	Eya2 phos inh	Mito fusion yeast	A-T KAP1 phos	Tb PFK block	TCR activator	S-ASM inh	PTAP TSG101 blk	ELG1 DNA repair	a7 integrin act	Chronic BCR inh
CCc1nnc(NC(=O)c2ccc(S(=O)(=O)N3CCCCC3C)cc2)s1 (stereo not given)	-11	5%	-1%	4%	3%	0%	1%	-9%	-4%	18%	6%
Cc1ccc(C2/C(=C(/O)c3ccc(OC(C)C)cc3)C(=O)C(=O)N2CCN2CCOCC2)cc1 (stereo not given)	4	0%	0%	-4%	-9%	-2%	0%	-5%	-1%	-6%	?
CCCCC(=O)Oc1cc(C)[nH]c(=O)c1[N+](=O)[O-]	12	1%	10%	7%	3%	-9%	-2%	0%	-4%	17%	-1%
Cc1cc(NS(=O)(=O)c2ccc(NC(=O)CCN3C(=O)c4ccccc4C3=O)cc2)no1	4	2%	-4%	-4%	-1%	-48%	6%	-7%	4%	-5%[7.66 µM]	4%
C=C(C)C1CC=C(C)/C(=N/NC(=O)c2ccoc2C)C1 (stereo not given)	-1	-4%	14%	2%	-6%	7%[46.1 µM]	1%	-2%	?	12%	?
Cc1ccc(C2=[N+]([O-])C(C)(C)N(O)C2(C)C)cc1	6	6%	0%	-3%	0%	-3%[46.1 µM]	4%	-1%	-6%	-2%	-1%
COc1ccc2nc(N3CCCC(O)C3)c(C#N)cc2c1 (stereo not given)	-5	-7%	0%	11%	0%	-5%	136%[activator]	-8%	?	9%	?
O=c1cc(-c2ccc(O)cc2)oc2c(C3O[C@H](CO)[C@@H](O)[C@H](O)[C@H]3O)c(O)cc(O)c12 (stereo not given in full)	2	-2%	-1%	-12%	-26%	-4%	-6%	0%	9%	·	3%
Cc1nn(C(=O)C(C)N2C(=O)c3ccccc3C2=O)c(C)c1Br (stereo not given)	-11	-2%	-6%	4%	3%	7%	-3%	-1%	9%	-6%	-1%
Brc1ccc(CSc2nnc(Cc3c[nH]c4ccccc34)o2)cc1	·	·	10%	·	·	-9%	-18%	1%	·	-15%	·
NNC(=O)CSc1c(-c2cccs2)[nH]c2ccccc12	5	-6%	-3%	2%	-6%	-7%[46.1 µM]	-3%	-1%	0%	?	?
O=C(NCCN1CCN(C(=O)c2cccs2)CC1)C(=O)Nc1ccc(Br)cc1	6	0%	1%	-1%	4%	4%	0%	-1%	?	35%	-4%
CC(=O)Nc1ccc(S(=O)(=O)NCC(=O)OCC(=O)NNC(=O)c2ccccc2)cc1	5	-2%	-1%	-9%	0%	3%	3%	-1%	28%	?	0%
O=[N+]([O-])c1ccc(Sc2ccccn2)nc1	8	7%	-4%	10%	2%	-10%	1%	-3%	7%	0%	-20%
O=C(Nc1c(F)cc(F)cc1Br)c1cc2nc(C(F)F)cc(C(F)F)n2n1	-3	-1%	27%	-1%	-11%	-2%	0%	-3%	1%	27%	8%
CCOC(=O)C1CCCN(C(=O)C2CCCN(S(C)(=O)=O)C2)C1 (stereo not given)	7	4%	-2%	-2%	0%	-1%	3%	-4%	-7%	3%	5%
COc1cccc(C2=NOC(C(=O)N3CCc4ccccc4C3)C2)c1 (stereo not given)	-9	-16%	2%	5%	-6%	8%[46.1 µM]	-2%	-12%	2%	-9%	?
COc1ccc(S(=O)(=O)Nc2cccc3c2O[C@H](CN(C)C(=O)Nc2ccc(C(F)(F)F)cc2)[C@@H](C)CN([C@H](C)CO)C3=O)cc1	0	2%	·	2%	10%	-1%	-19%	-10%	-25%	-8%	5%
CN(C)CCN(C(=O)c1cccc(N2C(=O)CCC2=O)c1)c1nc2ccc(Br)cc2s1	-3	6%	-4%	2%	2%	-67%	-2%	-3%	26%	-35%	6%
Clc1cccc(-c2csc(Nc3cccnc3)n2)c1	0	-5%	7%	3%	-2%	3%	-3%	-9%	21%	-17%	-7%
CSCCC(NC(=O)c1ccco1)C(=O)OCC(=O)Nc1sccc1C#N (stereo not given)	6	10%	3%	-3%	4%	·	·	·	17%	·	0%
CS(=O)(=O)N1CCN(C(=O)c2ccc(Br)s2)CC1	7	5%	-3%	-1%	5%	-1%	-2%	-4%	6%	23%	-11%
Cc1cccc(NC(=O)c2nc(-c3ccccc3)n(-c3ccccc3)n2)c1C	3	-1%	20%	3%	-1%	0%	-7%	-3%	?	12%	28%
COc1cccc(C2C(C(=O)OCc3ccccc3)=C(C)Nc3ncnn32)c1OC (stereo not given)	6	5%	3%	7%	-2%	-2%	39%[activator]	-7%	-1%	4%	-2%
Cn1nc(-c2ccccc2)cc1NS(=O)(=O)c1ccc(C#N)cc1	2	16%	0%	2%	-2%	-4%	4%	-7%	12%	6%	3%
CCc1nc2ccccc2[nH]1	1	-15%	4%	-3%	-6%	4%	-1%	0%	11%	16%	1%
CCCCNC(=O)Nc1nnc(C(C)(C)C)s1	-5	-2%	-4%	-9%	3%	-2%	-3%	0%	-2%	33%	?
CCCc1nnc(NC(=O)CN2C(=O)c3ccccc3C2=O)s1	40	11%	-3%	0%	-1%	1%	7%	0%	20%	9%	1%
CCn1ncc(Br)c1C(=O)Nc1ccc(C(=O)OC(C)C)cc1	-28	3%	10%	8%	6%	-5%	-10%	-2%	?	24%	?
CC(C)(C)c1ccc(-n2ncc3c2CCCC3NC(=O)C2(C(N)=O)CC2)cc1 (stereo not given)	-49	-5%	?	6%	-2%	11%	3%	0%	?	-20%	-5%
COc1ccc2c(c1)c1nnc(SCC(=O)NC3CC3)nc1n2C	-11	-4%	-8%	1%	1%	0%	0%	-3%	-2%	7%	-2%
Cc1ccc(NC(=O)CSc2ccc(Br)cc2)cc1S(=O)(=O)N1CCOCC1	-10	-24%	1%	-1%	-3%	5%	-11%	-3%	?	1%	-9%
O=C(Cc1n[nH]c(=O)[nH]c1=O)N/N=C/CCc1ccccc1	-1	?	0%	6%	-1%	2%	6%	-5%	-2%	5%	?
Cc1nn(-c2ccccc2)c2c1C(c1ccccc1)C(C#N)=C(N)O2 (stereo not given)	-1	-9%	-11%	-6%	-1%	5%	0%	-1%	15%	-1%	?

Single records (already shown). Screens in order: TSHR antagonist, Eya2 phos inh, Mito fusion yeast, A-T KAP1 phos, Tb PFK block, TCR activator, S-ASM inh, PTAP TSG101 blk, ELG1 DNA repair, a7 integrin act, Chronic BCR inh
Results for CCc1nc2ccccc2[nH]1 : 1, -15%, 4%, -3%, -6%, 4%, -1%, 0%, 11%, 16%, 1%
Results for CCn1ncc(Br)c1C(=O)Nc1ccc(C(=O)OC(C)C)cc1 : -28, 3%, 10%, 8%, 6%, -5%, -10%, -2%, ?, 24%, ?
Results for Cc1nn(-c2ccccc2)c2c1C(c1ccccc1)C(C#N)=C(N)O2 (stereo not given) : -1, -9%, -11%, -6%, -1%, 5%, 0%, -1%, 15%, -1%, ?
Results for CSCCC(NC(=O)c1ccco1)C(=O)OCC(=O)Nc1sccc1C#N (stereo not given) : 6, 10%, 3%, -3%, 4%, ·, ·, ·, 17%, ·, 0%
Results for CCCCNC(=O)Nc1nnc(C(C)(C)C)s1 : -5, -2%, -4%, -9%, 3%, -2%, -3%, 0%, -2%, 33%, ?

Bioassay records (PubChem BioAssay)
